Bioassay records deposited in PubChem BioAssay by National Center for Advancing Translational Sciences (NCATS).
PLK1 PBD block: qHTS for Inhibitors of PLK1-PDB (polo-like kinase 1 - polo-box domain): Primary Screen | AID 720504, 2013 | actives 2.8% (n = 360,000) | Potency, µM, inactives show max response, negative = inhibition, hits mostly inhibitors | Plk1 PBD binding of FITC phosphopeptide, fluorescence polarization; further: potency means the concentration at half of the fitted maximal effect; series mostly up to about 57 µM; on the % scale 0 is the no-effect control and ±100 the full control effect; nearly all actives have a fitted effect of over 65% in size
PI5P4Ka inh: qHTS for Inhibitors of phosphatidylinositol 5-phosphate 4-kinase (PI5P4K). Phosphatidylinositol 5-phosphate 4-kinase type-2 alpha (Homo sapiens), P48426. PI5P4Kalpha enzyme, ADP-Glo luminescence, 60 min; active compounds read low. max response, %. actives 1.2% (n = 330,000). AID 652105, 2013; active means max response of -50% or lower; inconclusive means between -30% and -50%; inactive means -30% or higher; further: value at the top dose of about 77 µM; on the % scale 0 is the no-effect control and ±100 the full control effect
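PI5P4Kalpha ADP-Glo assay; 5 microM ATP final; 60 min RT reaction; HEPES pH 7.4/EGTA/CHAPS, 5% DMSO; controls lacking substrate or enzyme; luminescent end-point.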
CCT modulator: High-Throughput Screening for Modulators of Cytosolic Chaperonin Activity; purified chaperonin ATPase assay, HTRF ADP detection, 30 min; activity change, % (concentration not given with the values), hits read low; actives 0.3% (n = 360,000); AID 651819, 2012; in the data active means activity change below about -30%; further: on the % scale 0 is the no-effect control and ±100 the full control effect
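We incubate TRiC, 40 or 20 nM final, with library compounds at 76 uM and 10 uM ATP for 30 min at 37 °C. ADP formed is detected with Transcreener HTRF reagents after 30 min at room temperature.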
WRN helicase inh: qHTS for Inhibitors of WRN Helicase; Bifunctional 3'-5' exonuclease/ATP-dependent helicase WRN (Homo sapiens), Q14191; WRN helicase unwinding, fluorescent forked duplex, kinetic; Potency, µM (series often up to 114 µM), inactives show at the top dose activity change, negative = inhibition, usual class: inhibitors; actives 0.46% (n = 360,000); further: potency means the concentration at half of the fitted maximal effect; on the % scale 0 is the no-effect control and ±100 the full control effect; nearly all actives have a fitted effect of over 55% in size
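WRN at 20 nM final was preincubated with compound for 15 min at room temperature; reaction started with 100 nM forked duplex oligonucleotide carrying fluorophore and quencher plus 2 mM ATP (final). Unwinding followed kinetically by red fluorescence (ex 525/em 598 nm).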
EPAC1 antagonist: qHTS for Antagonist of cAMP-regulated guanine nucleotide exchange factor 3 (EPAC1): primary screen. Rap guanine nucleotide exchange factor 3 (Homo sapiens), O95398. EPAC1 GEF assay, Rap1b-BODIPY-GDP exchange fluorescence. Potency, µM (titrated, usually from 115 µM), without a hit: at the top dose activity change, negative = inhibition, hits mostly inhibitors. actives 0.14% (n = 360,000). AID 720709, 2013;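 further: potency means the concentration at half of the fitted maximal effect; plate controls were vehicle for no effect and positive control for full effect; nearly all actives have a fitted effect of over 50% in size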
EPAC1 agonist: qHTS for Agonist of cAMP-regulated guanine nucleotide exchange factor 3 (EPAC1): primary screen. Rap guanine nucleotide exchange factor 3 (Homo sapiens), O95398. EPAC1 agonist qHTS, biochemical assay; response scale: 100% = response to 6.5 mM cAMP. Potency, µM (top dose mostly 154 µM), for the others: at the top dose activation, usual class: activators. actives 0.073% (n = 360,000). AID 720707, 2013; further: potency means the concentration at half of the fitted maximal effect; nearly all actives have a fitted effect of over 60% in size
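Fluorescent GDP-exchange assay: 100 nM EPAC1 with 250 nM Rap1B preloaded with BODIPY-GDP and 50 uM GDP; compounds tested as concentration series, 5 min at room temperature, then read every 5 min for 30 min (ex 480/em 540 nm); normalized to 6.5 mM cAMP.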
Mm-Cpn inhibitor: Inhibitors of TCP-1 ring complex (TRiC) of Methanococcus maripaludis (MmCpn): qHTS; Chaperonin Mm-Cpn (Methanococcus maripaludis); purified Mm-Cpn ATPase, ADP Transcreener TR-FRET; Potency, µM (titrated, usually from 76.9 µM), for the others: at the highest dose activity, negative = inhibition, hits mostly inhibitors; actives 0.031% (n = 330,000); further: potency means the concentration at half of the fitted maximal effect; on the % scale 0 is the no-effect control and ±100 the full control effect; nearly all actives have a fitted effect of over 80% in size
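Inhibition of chaperonin ATP hydrolysis is measured as reduced ADP production, detected by competitive TR-FRET in which signal falls with ADP. Final enzyme 25 nM and ATP 10 uM, reacted 30 min at 37°C.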
EPAC2 antagonist: qHTS for Antagonist of cAMP-regulated guanine nucleotide exchange factor 2 (EPAC2): primary screen. EPAC2 GEF exchange of Rap1B-BODIPY-GDP, fluorescence. actives 0.18% (n = 360,000). Potency, µM (top dose mostly 114 µM), for the others: top-dose activity, negative = inhibition, actives largely listed as inhibitors. AID 720708, 2013; further: potency means the concentration at half of the fitted maximal effect; on the % scale 0 is the no-effect control and ±100 the full control effect; nearly all actives have a fitted effect of over 45% in size; many of its hits are not listed in these tables
Target sequence (Q8WZA2 whole entry, looked up): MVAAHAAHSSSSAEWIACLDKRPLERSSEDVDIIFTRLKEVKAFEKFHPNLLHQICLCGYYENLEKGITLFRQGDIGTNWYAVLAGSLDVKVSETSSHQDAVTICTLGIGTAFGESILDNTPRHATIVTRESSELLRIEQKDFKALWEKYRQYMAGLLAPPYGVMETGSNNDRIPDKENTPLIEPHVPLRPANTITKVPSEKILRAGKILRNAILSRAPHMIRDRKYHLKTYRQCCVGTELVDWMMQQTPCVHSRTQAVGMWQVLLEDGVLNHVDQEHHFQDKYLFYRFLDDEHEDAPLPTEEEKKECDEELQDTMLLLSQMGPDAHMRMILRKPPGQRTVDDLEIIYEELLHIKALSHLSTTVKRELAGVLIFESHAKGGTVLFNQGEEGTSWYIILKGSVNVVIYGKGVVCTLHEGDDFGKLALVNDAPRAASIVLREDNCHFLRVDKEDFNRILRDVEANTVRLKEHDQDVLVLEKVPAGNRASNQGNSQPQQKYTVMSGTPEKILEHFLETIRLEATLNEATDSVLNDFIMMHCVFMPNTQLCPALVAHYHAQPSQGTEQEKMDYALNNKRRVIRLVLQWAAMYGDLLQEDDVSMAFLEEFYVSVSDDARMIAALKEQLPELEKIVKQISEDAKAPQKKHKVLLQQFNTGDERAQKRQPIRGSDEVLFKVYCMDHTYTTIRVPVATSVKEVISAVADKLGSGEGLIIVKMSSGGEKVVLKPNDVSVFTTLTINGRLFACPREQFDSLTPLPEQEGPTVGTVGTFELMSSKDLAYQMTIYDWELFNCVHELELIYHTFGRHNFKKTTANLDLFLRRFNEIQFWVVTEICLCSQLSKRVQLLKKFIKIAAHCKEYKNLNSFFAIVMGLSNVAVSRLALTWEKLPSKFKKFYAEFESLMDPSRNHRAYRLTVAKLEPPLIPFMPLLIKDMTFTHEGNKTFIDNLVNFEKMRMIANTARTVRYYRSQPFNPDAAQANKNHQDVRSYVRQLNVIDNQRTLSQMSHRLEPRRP
* = called active by the depositor; ? = inconclusive; . = no result given; [ ] = another dose, or the depositor's remark. Unless noted, the call rests on the fitted dose curve; in most records, active means well fitted curve in the direction sought with a large enough effect; inconclusive means small, poorly fitted or top-dose-only effect, or another doubt; inactive means no such curve, though single readings can be large; an effect the other way counts as inactive or inconclusive.

SMILES	PLK1 PBD block	PI5P4Ka inh	CCT modulator	WRN helicase inh	EPAC1 antagonist	EPAC1 agonist	Mm-Cpn inhibitor	EPAC2 antagonist
COc1ccc(NC(=O)CCCC(=O)NCCc2ccc(OC)c(OC)c2)cc1	-14%	0	-0.5	11%	-13%	13%	1%	2%
c1ccc(-c2ccc(-c3[nH]ncc3CN3CCC(N4CCSCC4)CC3)cc2)cc1	-9%	-4	-0.7	-2%	-5%	7%	0%	-5%
CCOC(=O)c1c(C)[nH]c(C)c1C(=O)COC(=O)/C=C/c1ccccc1[N+](=O)[O-]	-5%	6	-3.6	-5%	11%	7%	1%	-22%
CCCCCNC(=O)C(C1CC1)n1c(=O)c(-c2cc3ccccc3[nH]2)nc2ccccc21 (stereo not given)	1%	15	.	-14%	-7%	-3%	.	-23%
CSc1ccccc1NC(=O)CN(C)CC(=O)Nc1ccc(N2CCOCC2)cc1	-5%	-1	-0.4	3%	8%	6%	1%	4%
CCOc1ccc(N=C2SC(C(=O)Nc3ccccc3C#N)C(N)=C2C(=O)Nc2ccc(Cl)cc2)cc1 (stereo not given)	-4%	-21	1.4	2%	-6%	-5%	-1%	8%
O=C(CN1C(=O)NC2(CCc3ccccc3C2)C1=O)Nc1ccc(Cl)cc1F (stereo not given)	-4%	-6	-0.9	7%	-5%	-3%	-2%	0%
CSCCC(NC(=O)c1cncc(Br)c1)C(=O)O (stereo not given)	-9%	.	-0.9	1%	10%	6%	.	1%
CC1(C)NC(=O)N(CC(=O)N2CCN(c3cccc(Cl)c3)CC2)C1=O	-5%	-1	-0.3	1%	6%	15%	-1%	-6%
O=C(NCC1CCCO1)c1ccc(S(=O)(=O)N2CCCCC2)cc1 (stereo not given)	-6%	-1	-0.2	6%	9%	-5%	1%	12%
CC(=C\c1ccco1)/C=C1/SC(=S)N(CC(=O)O)C1=O	-11%	-4	0.3	-29%	-9%	0%	-1%	-15%
C=CCOc1ccc(CNn2c(C)n[nH]c2=S)cc1OC	-6%	2	2.2	-6%	-8%	-2%	-4%	-5%
CN(C)CCCn1c(SCC(=O)Nc2nc(-c3cccc(Br)c3)cs2)nc2ccccc2c1=O	-12%	-28	1.0	-3%	-8%	15%	-12%	-15%
Clc1ccc(Oc2cccc(/C=N/n3cnnc3)c2)cc1	3%	-5	-7.0	7%	4%	1%	2%	2%
COc1ccc(Br)cc1-c1noc(-c2ccccc2)n1	-1%	14	-1.5	-12%	2%	-6%	-3%	7%
OCCCc1nc2ccccc2[nH]1	0%	1	1.0	7%	16%	0%	2%	-3%
O=C(O)c1ccc(N/N=C/c2cc(Br)cs2)cc1	-12%	-12	-0.6	-6%	-8%	5%	-5%	-24%
O=C(COc1cccnc1[N+](=O)[O-])Nc1cccc(S(=O)(=O)N2CCCCC2)c1	-6%	3	1.0	-23%	-8%	-11%	0%	10%
COc1ccc(-c2cc(=Nc3ccc(C(=O)O)cc3)c3cc(C)ccc3o2)cc1	-15%	0	2.2	-9%	-16%	0%	1%	-6%
CC(C)Cn1c(N)c(C(=O)CSc2nc3ccccc3n2C)c(=O)n(C)c1=O	-3%	.	-1.0	-5%	-3%	3%	-4%	-4%
CCCCNC(=S)NNC(=O)c1cccnc1	1%	1	-1.9	9%	1%	-3%	-1%	6%
Cc1cc(C)cc(NC(=O)c2sc3nc4n(c(=O)c3c2C)CCC4)c1	-28%	2	-2.5	-1%	-16%	-8%	1%	-19%
NNC(=O)c1ccc(CN2CCCCC2)o1	1%	2	-1.1	-2%	10%	-10%	0%	17%
CC(=O)c1c(NC(=O)c2ccccc2)[nH]c(-c2ccccc2)nc1=S	0%	?	-1.8	1%	-1%	-5%	0%	6%
COc1ccc(N2CCN(S(=O)(=O)c3ccc(C(=O)NC4CCCC4)cc3)CC2)cc1	-26%	.	0.9	-5%	-20%	7%	0%	-12%
Other structures follow.
SMILES	PLK1 PBD block	PI5P4Ka inh	CCT modulator	WRN helicase inh	EPAC1 antagonist	EPAC1 agonist	Mm-Cpn inhibitor	EPAC2 antagonist
CCC(C(=O)O/N=C(\N)c1ccc(C)cc1)c1ccccc1 (stereo not given)	-21%	-6	1.5	4%	9%	7%	0%	-3%
CCCCCCCCN1C(=O)[C@H](CC(=O)NCCCOCCCC)C[C@@]2(C(=O)OC)CC(C)(C)CC=C12	5%	1	.	-7%	-24%	-7%	.	?
O=C(Nc1ccc2c(c1)OCO2)c1cnccn1	-6%	-8	4.7	-8%	10%	8%	0%	5%
CC(=O)Nc1cccc(OCC(=O)Nc2cccc(S(=O)(=O)N3CCCC3)c2)c1	-2%	-11	-1.1	-11%	1%	1%	0%	-3%
COc1ccc(CC(=O)NCc2ccc3c(c2)cc(C)n3C)cc1	-16%	2	0.1	-1%	7%	2%	-1%	5%
COc1ccc(N(C(=O)COc2ccc(C)cc2)S(=O)(=O)c2ccc(C)cc2)cc1	-6%	2	-0.8	-18%	-15%	20%	-1%	-1%
CCC(C)NC(=O)N[C@@H](CCSC)C(=O)OC (stereo not given in full)	-5%	.	-1.6	4%	-2%	1%	0%	6%
Cc1ccc(S(=O)(=O)N2CCCc3ccccc32)cc1	-6%	8	0.8	-2%	-2%	13%	.	?
CN1CCN(NC(=S)NC(C)(C)CC(C)(C)C)CC1	-2%	-1	-3.2	9%	-3%	-6%	3%	-3%
CCC(C(=O)NC1CCCCC1)n1c2ccccc2c2nc(=O)cc(C)n21 (stereo not given)	-3%	2	0.8	2%	-17%	7%	0%	1%
COc1ccc(N2CCN(S(C)(=O)=O)CC2)cc1	-4%	.	0.6	10%	7%	3%	1%	1%
CCNC(=O)NC(=O)C(C)OC(=O)c1oc2ccccc2c1CSC1CCCCC1 (stereo not given)	-2%	8	0.8	-18%	6%	-2%	2%	4%
COc1cc(OC)cc(C(=O)NCC2CCCN(C(=O)c3csc(C)n3)C2)c1 (stereo not given)	0%	-2	-4.7	-2%	8%	2%	2%	-6%
COc1cc(/C=N/Nc2ncc(C(F)(F)F)cc2Cl)cc(OC)c1OC	-4%	1	0.5	5%	4%	-4%	0%	4%[57.1 µM]
Cc1cc(=O)n(CCO)c(O)c1C#N	-10%	-13	1.5	5%	5%	9%	0%	-4%
Cc1ccc(-c2nc3ccccc3c(=O)n2NC(=O)c2cccs2)cc1	-3%	1	-0.5	-2%	-1%	3%	1%	-1%
O=c1nc2ccccc2c2n1CC(CN1CCN(c3cccc(Cl)c3)CC1)N2 (stereo not given)	-9%	.	-2.9	1%	-2%	1%	1%	3%
COc1ccc2cc(C(=O)N(C)CC(=O)Nc3ccccc3Br)ccc2c1	-6%	-2	0.2	2%	2%	5%	-26%	3%
CCS(=O)(=O)c1ccc2oc(SCC(=O)NCCc3ccccc3)nc2c1	-14%	1	-3.1	5%	6%	6%	2%	-4%
O=C1CC(c2cccc(Cl)c2)CC(O)=C1C=Nc1cccc(Cl)c1 (stereo not given)	2%	2	1.0	-12%[57.1 µM]	8%	7%	-4%	-25%
CC(=O)NCc1ccc(-c2nc3ccccc3s2)cc1	-6%	2	1.3	2%	2%	-7%	-5%	2%
CCOc1ccc(C(Nc2ccc(C)cc2)P2(=O)OCC(C)(C)CO2)cc1 (stereo not given)	2%	0	-7.3	-4%	3%	0%	-1%	0%
Cc1ccc(NC(=O)c2ccccc2NS(=O)(=O)c2ccc(F)cc2)cc1S(=O)(=O)N1CCCCC1	-24%	-2	1.6	-15%	-10%	2%	-5%	2%
c1ccc(CNn2nnnc2-c2ccccc2)cc1	-7%	.	-1.8	4%	-10%	4%	.	-1%
COc1ccccc1C(=O)OCCCN=C1NS(=O)(=O)c2ccccc21	-4%	-4	2.2	0%	4%	12%	-1%	5%

Compound profiles, as listed above. Values in the order: PLK1 PBD block | PI5P4Ka inh | CCT modulator | WRN helicase inh | EPAC1 antagonist | EPAC1 agonist | Mm-Cpn inhibitor | EPAC2 antagonist
COc1cc(OC)cc(C(=O)NCC2CCCN(C(=O)c3csc(C)n3)C2)c1 (stereo not given) is listed with 0% | -2 | -4.7 | -2% | 8% | 2% | 2% | -6%
COc1ccccc1C(=O)OCCCN=C1NS(=O)(=O)c2ccccc21 is listed with -4% | -4 | 2.2 | 0% | 4% | 12% | -1% | 5%
CN1CCN(NC(=S)NC(C)(C)CC(C)(C)C)CC1 is listed with -2% | -1 | -3.2 | 9% | -3% | -6% | 3% | -3%

Next results
SMILES	PLK1 PBD block	PI5P4Ka inh	CCT modulator	WRN helicase inh	EPAC1 antagonist	EPAC1 agonist	Mm-Cpn inhibitor	EPAC2 antagonist
CCOc1ccc(OCCCN(C)C)cc1	-2%	0	-0.4	2%	4%	5%	1%	6%
CC(C)(C)n1nnnc1C(c1ccccc1)N1CCCN(Cc2ccc(F)cc2)CC1 (stereo not given)	-12%	2	0.5	-2%	-1%	5%	.	0%
COc1cc(C(=O)NCc2ccco2)c(Br)c(OC)c1OC	-4%	.	0.1	-10%	-19%	3%	-1%	-2%
CC(C)(C)c1nnc(NC(=O)Cc2ccc(Br)cc2)s1	?	-8	1.9	-14%	-16%	9%	3%	-4%
Cc1ncc(S(=O)(=O)c2ccc(Cl)cc2)c(N)n1	-16%	1	-0.4	?	-7%	5%	.	-9%
CCCCc1ccc(NC(=O)C2CCCC2)cc1	-14%	1	-1.1	10%	?	14%	.	-17%
CC(C)(C)C1=Nn2c(nnc2-c2ccccc2F)SC1	-9%	.	-1.6	-3%	-24%	2%	0%	-1%
O=C1CC(N2CCCc3ccccc32)C(=O)N1c1ccccc1 (stereo not given)	-2%	.	0.3	8%	0%	0%	?	15%
CC[C@](C)(O)c1cc2ccccc2c(=O)o1	1%	2	0.1	7%	-13%	-7%	2%	2%
Cc1cccc2sc(NNC(=O)c3ccc(S(=O)(=O)N4CCc5ccccc5C4)cc3)nc12	-13%	-9	-0.9	2%	-26%	-17%	3%	0%
CCc1nnc(NC(=O)C(CC)CC)s1	-19%	3	0.7	2%	-4%	5%	2%	0%
C/C(=N/OC(=O)c1c(-c2c(Cl)cccc2Cl)noc1C)c1cnccn1	-5%	4	-1.4	-2%	-2%	1%	-1%	-19%

A portion of the library; rates above refer to the full screens.
